UTI89 phage lysis: protection from phage-mediated lysis, alamar blue read-out – E. coli UTI89, K1F phage, bacterial capsule biogenesis inhibitors (AID 488966) | E. coli UTI89 K1F phage lysis, alamar blue, 2 h; higher % means a stronger effect | inhibition, % at 100 µM; hits with a dose series show IC50 in µM | 340,000 compounds, 0.02% hits;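 active means phage lysis inhibition, versus mean bacterial control, above a set limit; inconclusive means no clear call, values can overlap the other calls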;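 further: capsule biogenesis inhibitors block K1F phage lysis so surviving cells raise fluorescence; higher fluorescence means more inhibition of phage lysis; actives were called in the ten point dose series up to 300 µM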
Rac1 GTP hydrolysis: MgcRacGAP GTPase-activating activity inhibitors, confirmation, biochemical, ADP Hunter fluorescence; one-dose inhibition, % at 30 µM; IC50 in µM for titrated hits; 340,000 compounds, 0.6% hits; MgcRacGAP-stimulated Rac1 GTP hydrolysis, ADP Hunter fluorescence; higher % means a stronger effect; GST-tagged Rac1 F28L mutant substrate;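 active means first-screen hits whose inhibition reached a set limit at any dose in the follow-up dose series; inconclusive means inhibition above the set first-screen limit but never retested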;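 further: fluorescence reports GDP produced by GAP-driven GTP hydrolysis; strong numbers were not always called active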
NTR1 ag: agonists of NTR1, primary screen, imaging, U2OS cells, beta-arrestin-GFP, high content (AID 493036); P30989; NTR1-U2OS beta-arrestin-GFP spot imaging, agonist mode; activation, % at 20 µM; 330,000 compounds, 0.17% hits;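 active means activation at or above 40% of the spot to cytoplasm intensity ratio, with at least 20 cells analyzed; inconclusive means wells under 20 cells, flagged as cytotoxic or low count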;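 further: 0% = DMSO without peptide and 100% = 100 nM NTR1 peptide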
Target sequence (P30989 whole entry, looked up): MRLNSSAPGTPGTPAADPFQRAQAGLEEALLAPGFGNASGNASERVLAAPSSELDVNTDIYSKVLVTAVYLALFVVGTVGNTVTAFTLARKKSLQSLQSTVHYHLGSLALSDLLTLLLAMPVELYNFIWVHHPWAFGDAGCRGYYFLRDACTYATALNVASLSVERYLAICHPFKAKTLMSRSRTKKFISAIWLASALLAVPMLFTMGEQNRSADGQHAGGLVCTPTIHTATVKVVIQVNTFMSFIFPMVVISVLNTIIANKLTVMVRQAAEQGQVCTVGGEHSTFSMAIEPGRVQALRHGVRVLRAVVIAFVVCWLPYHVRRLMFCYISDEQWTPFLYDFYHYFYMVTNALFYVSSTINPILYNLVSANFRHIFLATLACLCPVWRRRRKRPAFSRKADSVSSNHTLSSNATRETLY
NTR1 ag cell count 20 µM: further read-out of NTR1 ag, marked with its call; cell count; measured here: cell count, cytotoxicity flag
An asterisk follows results filed as active; u = inconclusive; [ ] = another dose, or the depositor's remark. These rows are one share of the data (hit frequency here may not be typical).

SMILES,UTI89 phage lysis,Rac1 GTP hydrolysis,NTR1 ag,NTR1 ag cell count 20 µM
CC1(c2ccc([N+](=O)[O-])cc2)NC(=O)N(CC(=O)c2ccc3c(c2)OCO3)C1=O (stereo not given),-1.1%,4%,5.1,61
COc1cccc(CCC(=O)O)c1OC,0.0%,3%,3.5,87
COc1cc(Cl)c(C)cc1NC(=O)CN1CCN(C(=O)C2CC2)CC1,0.3%,1%,2.0,54
COc1ccc(C#Cc2c(-c3ccc(OC)cc3)oc3ccc(-c4ccc5c(c4)OCO5)cc23)cc1,-0.2%,1%,-0.4,54
CN(C(=O)c1cccc(NC(=O)C2CCN(C(=O)OC(C)(C)C)CC2)c1)C1CCCCC1,-0.9%,5%,-1.2,61
C=CCN1C(=O)c2ccc(C(=O)N3CCC(C(=O)OCC)CC3)cc2C1=O,1.2%[50 µM],4%,0.6,74
Oc1ccc(-c2nc(-c3ccc(F)cc3)c(-c3ccncc3)[nH]2)cc1,-7.1%,u,0.2,66
CCOc1ccccc1NC(=O)C1CCCN1S(=O)(=O)c1ccccc1C(F)(F)F (stereo not given),0.0%[50 µM],3%,0.0,58
Cc1cccc(C(=O)NCC(=O)OC(C)C(=O)Nc2ccc(Cl)cn2)c1 (stereo not given),-0.3%[50 µM],-2%,0.4,50
CCCSc1ccc([C@H]2N[C@@](Cc3ccccc3)(C(=O)OC)[C@H]3C(=O)N(CC)C(=O)[C@@H]23)cc1,-0.7%,3%,2.2,65
CCOC(=O)[C@H]1[C@H]2COc3ccc(C)cc3[C@@H]2N2C(=O)c3cc(Cl)ccc3NC(=O)[C@@]12C,1.0%,0%,6.2,54
C[C@]12C=C[C@H](O)CC1=CCC1C2CC[C@@]2(C)C1CCC21OCCO1 (stereo not given in full),-0.2%,3%,3.9,58
CCN(CC(=O)Nc1c(F)cccc1F)C(=O)CCC(=O)c1ccc(F)cc1,0.2%[50 µM],6%,1.3,67
CC(Sc1nnc(N)s1)C(=O)NCc1ccc2c(c1)OCO2 (stereo not given),0.5%[50 µM],6%,-1.3,95
O=C(CN1C(=O)NC(Cc2c[nH]c3ccccc23)C1=O)Nc1ccccc1C(F)(F)F (stereo not given),0.7%,-7%,-2.7,47
CCCn1c(N)c(C(=O)CSc2nnc3ccccn23)c(=O)[nH]c1=O,-0.5%,7%,-1.6,59
O=C(Nc1ccc(F)c([N+](=O)[O-])c1)C1CCCO1 (stereo not given),-0.2%,16%,-0.8,58
Cc1ccc(OCCC(=O)OCC(=O)N2c3ccccc3NC(=O)C2(C)C)cc1,0.8%[50 µM],0%,-0.3,61
CCCCn1c(N)c(N(CC(C)C)C(=O)C2CCC2)c(=O)[nH]c1=O,0.7%[50 µM],0%,-0.5,68
CCOC(=O)c1cnc(-n2nc(C)cc2C)nc1N1CC(C)OC(C)C1 (stereo not given),1.4%,2%,1.6,78
COc1cccc(CNc2ccc(S(=O)(=O)N3CCN(C)CC3)cn2)c1,0.7%[50 µM],5%,-1.0,73
COc1ccc2nc(C3CCCCC3)nc(C3CCCCC3)c2c1,2.7%,-10%,16,62
COc1cc(C(=O)NCC(c2ccccc2)N(C)C)ccc1OCc1c(C)noc1C (stereo not given),1.2%[50 µM],6%,-2.1,47
COc1ccc(Cl)c2sc(NC(=O)C3=COCCO3)nc12,0.3%[50 µM],4%,6.4,77
Cc1ccc(NS(=O)(=O)c2ccccc2[N+](=O)[O-])cc1S(=O)(=O)N1CCCCC1,-3.8%,4%,5.1,62
O=C(Cn1cnc2cc([N+](=O)[O-])ccc2c1=O)N1CCN(S(=O)(=O)c2ccccc2)CC1,2.3%,1%,2.5,44
CCOc1ccc(NC(=O)CN(C)C(=O)c2sccc2-c2ccccc2)cc1OCC,-0.3%[50 µM],6%,1.7,66
NC(=O)c1ccc(NC(=O)COC(=O)CCC2CCCCC2)cc1,0.5%[50 µM],0%,2.0,55
O=C1N[C@@H](c2ccccc2)COC(=O)[C@H](Cc2ccc(F)cc2)CC/C=C/C[C@@H]1CC(=O)N(CCO)Cc1ccccc1,-0.2%,4%,5.0,60
CC(C)(CNC(=O)c1ccc(NS(=O)(=O)c2ccc(Br)cc2)cc1)N1CCOCC1,1.1%[50 µM],6%,-0.1,71

Continuation:
SMILES,UTI89 phage lysis,Rac1 GTP hydrolysis,NTR1 ag,NTR1 ag cell count 20 µM
O=C(NCC(=O)N1CCCCC1)c1sc2ccccc2c1Cl,0.0%[50 µM],5%,0.6,49
COc1ccc(C2CC(c3cccc(Cl)c3)=NN2c2ccc(S(N)(=O)=O)cc2)cc1 (stereo not given),0.0%,2%,9.7,76
CCOC(=O)C1CCN(C(=O)c2ccc(OCC(=O)Nc3ccc(OCC)cc3)c(OC)c2)CC1,1.2%[50 µM],9%,1.2,63
C[C@@H]1CN([C@@H](C)CO)C(=O)Cc2cc(NC(=O)C3CCCCC3)ccc2O[C@H]1CN(C)S(=O)(=O)c1ccccc1,5.8%,10%,-0.5,55
COc1cccc(-c2cc(C(=O)N/N=C/c3cccc(OC)c3OC)c3ccccc3n2)c1,-0.5%,3%,2.4,41
Cn1ccc2cc(-c3csc(N4CCC(C(N)=O)CC4)n3)ccc21,0.9%,14%,-1.2,54
COc1cc(N)c(Cl)cc1C(=O)OC(C)C(=O)Nc1cccc(S(=O)(=O)N2CCOCC2)c1 (stereo not given),1.0%[50 µM],4%,0.3,65
CCCc1cc(=O)[nH]c(SCC(=O)Nc2sc3c(c2C(N)=O)CCCC3)n1,1.1%,7%,0.7,59
C[C@H]1CN([C@@H](C)CO)C(=O)Cc2cc(NS(=O)(=O)c3cn(C)cn3)ccc2O[C@@H]1CN(C)C(=O)Nc1ccc(F)cc1,0.5%,11%,-2.0,70
COC(=O)c1ccc(CNC(=O)c2ccc(NS(=O)(=O)c3ccc4[nH]c(=O)[nH]c4c3)cc2)cc1,1.2%[50 µM],7%,0.0,73
COc1cc(C#Cc2ccc3cc(C(C)(C)O)oc(=O)c3c2)cc(OC)c1,1.1%,4%,5.1,54
O=C(Nc1ccccc1)c1ccccc1NC(=O)c1ccccc1[N+](=O)[O-],2.8%,14%,2.2,41
CCCNC(=O)c1onc(CSc2ccc(F)cc2)c1C(=O)NC(C)C,-0.5%,7%,-1.0,94
Cc1ccc(NC(=O)c2ccc(C(=O)c3ccccc3)cc2)nc1,-0.5%,9%,-0.2,45
CCCCN(C(=O)CSc1nnc(-c2ccc(Cl)cc2)o1)c1c(N)n(CC(C)C)c(=O)[nH]c1=O,-0.1%[50 µM],-1%,0.5,52
Cc1ccc(NS(=O)(=O)c2ccc(C(=O)N3CCCC(C(F)(F)F)C3)cc2)cc1 (stereo not given),1.1%[50 µM],2%,1.7,66
CC(C)(C)NC(=O)c1sccc1C(=O)O,-1.8%,0%,0.4,73
NC(=O)C1CCN(C(=O)C2CC(=O)N(Cc3ccccc3)C2)CC1 (stereo not given),1.0%[50 µM],3%,-0.6,64
CC(=O)C[C@H]1c2cc(C(F)(F)F)ccc2S(=O)(=O)N1c1ccc(N(C)C)cc1,1.0%,16%,-1.4,92
O=C(CN(c1ccccc1)S(=O)(=O)c1ccc(F)cc1)NCc1cccs1,0.4%[50 µM],2%,-1.5,56
CC[C@@H]1C/C=C\Cc2ccccc2[C@H](C(=O)C[C@H](O)CC(C)=O)OC1=O,0.1%,4%,-0.1,59
Cc1ccc(C(=O)OCC(=O)Nc2ccc(Cl)cn2)s1,0.9%[50 µM],6%,-0.4,61
COc1ccccc1NS(=O)(=O)c1cc2c3c(c1)CCN3C(=O)CC2,-0.1%[50 µM],-1%,1.8,54
O=C(CSc1ccc(Cl)cc1)NC(=O)NC1CCCC1,0.3%[50 µM],9%,1.9,64
O=C(COC(=O)c1ccc(O)cc1O)NNC(=O)c1cccs1,0.7%[50 µM],2%,1.1,54
CN(C)CCN(C(=O)C1CCN(S(=O)(=O)c2cccs2)CC1)c1nc2ccccc2s1,0.9%[50 µM],11%,0.5,68
CC(C)(C)OC(=O)N1CCC(C(=O)Nc2cccc(C(=O)N3CCOCC3)c2)CC1,1.7%,12%,0.1,58
CC1(C(=O)OCC(=O)NNC(=O)COc2ccc(Cl)cc2)CC1(Cl)Cl (stereo not given),0.8%[50 µM],3%,-0.2,46
O=C(CSc1ccccc1)NNC(=O)c1ccncc1,0.5%[50 µM],4%,0.8,43
C=CC1=C(C(=O)O)N2C(=O)[C@@H](NC(=O)/C(=N\OCC(=O)O)c3csc(N)n3)[C@H]2SC1,-11%,13%,-0.1,61

An excerpt of these results, with values under each structure.
Fields – UTI89 phage lysis, Rac1 GTP hydrolysis, NTR1 ag, NTR1 ag cell count 20 µM
CCCNC(=O)c1onc(CSc2ccc(F)cc2)c1C(=O)NC(C)C
    -0.5%, 7%, -1.0, 94
Cc1ccc(NS(=O)(=O)c2ccc(C(=O)N3CCCC(C(F)(F)F)C3)cc2)cc1 (stereo not given)
    1.1%[50 µM], 2%, 1.7, 66
COc1ccccc1NS(=O)(=O)c1cc2c3c(c1)CCN3C(=O)CC2
    -0.1%[50 µM], -1%, 1.8, 54

Next section.
SMILES,UTI89 phage lysis,Rac1 GTP hydrolysis,NTR1 ag,NTR1 ag cell count 20 µM
CCN(CC(=O)NCc1ccc(Cl)cc1)C(=O)CSc1cccc(C(F)(F)F)c1,-1.4%[50 µM],5%,0.9,57
CCOC(=O)c1nn(-c2ccc(C)cc2)c(=O)cc1OCC(=O)Nc1cc(C)ccc1OC,0.6%[50 µM],3%,0.0,49
CC1CCC(NC(=O)c2ccc(-n3cncn3)c([N+](=O)[O-])c2)CC1 (stereo not given),1.1%[50 µM],2%,-0.3,70
C=CCONC(=O)Cc1ccccc1,0.2%,0%,-1.3,58
CC(C)(C)OC(=O)N1CCC(C(=O)Nc2ccc3c(c2)CCC3)CC1,1.4%[50 µM],0%,0.4,68
O=C(CC1SC(N2CCOCC2)=NC1=O)Nc1ccccc1F (stereo not given),1.2%[50 µM],-2%,0.2,71
CC(NC(=O)CN1C(=O)NC2(CCCCCC2)C1=O)c1ccccc1 (stereo not given),0.6%[50 µM],6%,2.3,65
O=C(N=Nc1c(O)[nH]c2ccc(F)cc12)c1ccc(NS(=O)(=O)c2cccs2)cc1,0.6%[50 µM],6%,-1.7,47
CCc1noc(C)c1C(=O)Nc1nc2ccc(F)cc2s1,1.3%[50 µM],15%,-0.4,74
O=C(CN1C(=O)C2CCCCC2C1=O)Nc1cc([N+](=O)[O-])ccc1F (stereo not given),0.0%[50 µM],-1%,-0.3,50
Cc1nnc(SCC(=O)Nc2c(Cl)cccc2Cl)n(N)c1=O,1.5%[50 µM],5%,0.7,55
O=C(CSc1nnc2ccccn12)NC(=O)c1ccccc1Cl,0.1%[50 µM],4%,-0.3,77
O=C(CCC1CCCCC1)NCCS(=O)(=O)N1CCN(c2ccccc2F)CC1,0.1%[50 µM],1%,2.1,63
CCN(C(=O)c1ccc2c(c1)OCO2)C1CCS(=O)(=O)C1 (stereo not given),0.6%[50 µM],6%,3.1,56
CC(O)CO (stereo not given),-1.3%,3%,-2.0,49
COc1cc(C(=O)OCC(=O)Nc2cccc(S(=O)(=O)N3CCCC3)c2)ccc1OCC(C)C,1.0%[50 µM],5%,1.4,45
Cn1c(N)c(C(=O)COC(=O)Cc2ccc(Cl)cc2Cl)c(=O)n(C)c1=O,1.1%[50 µM],5%,2.7,62
Cc1cc(C)n(-c2cc(N3CCN(C(=O)c4ccccc4C)CC3)ccc2[N+](=O)[O-])n1,-2.0%,3%,0.5,55
CC(OC(=O)CCN=C1NS(=O)(=O)c2ccccc21)C(=O)Nc1ccc(F)cc1 (stereo not given),1.1%[50 µM],3%,-2.1,35
O=C1C=C(c2ccc(Br)c3ccccc23)C[C@@H](c2ccc3c(c2)OCO3)C1,-0.8%,-2%,-0.1,44
CC12CCC(=O)N1C(C(=O)N1CCN(S(=O)(=O)c3cccc(Cl)c3)CC1)CS2 (stereo not given),1.6%[50 µM],1%,-0.4,49
CCOc1ccc(OC(=O)c2cccc(S(=O)(=O)N3CCN(C)CC3)c2)cc1,1.2%[50 µM],21%,0.2,58
O=C(CSc1ccccc1)Nc1ccc(Cl)c(S(=O)(=O)N2CCOCC2)c1,-2.3%,2%,2.1,51
Cc1csc(=O)n1CCC(=O)OCc1nnc(-c2ccccc2Cl)o1,1.0%[50 µM],3%,-0.4,65
